STAT1 inh: STAT1 signaling inhibitors, primary screen, cell-based, HTS, luciferase reporter | NIH 3T3 STAT1-luciferase reporter, IFN-gamma, luminescence | inhibition, % at 5.5 µM | 200,000 compounds, 0.35% hits;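 active = inhibition above a set limit, the mean inhibition across all tested compounds plus 3 SD, cut at about 34% in these data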;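 note: 0% = IFN-gamma with DMSO and 100% = IFN-gamma with 300 µM nifuroxazide; values of inactives mirror those of a sister screen read the other way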
STAT3 act: IL-6 driven STAT3 reporter potentiators, primary screen, U3A cells, luciferase, luminescence, MLSCN library; IL-6 STAT3-luciferase reporter; 100% = signal with IL-6 EC80 alone; AID 871, 2007; 190,000 compounds, 0.91% hits; activation (% of control), % at 5.6 µM;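 active = activation above the screen-wide mean of compound activation plus 3 SD, cut at about 130% in these data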;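 note: 0% = background luminescence of wells with medium and substrate only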
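System – human U3A cells carrying STAT3-luciferase construct · Probe or stimulus – Interleukin-6, 33 ng/mL · Schedule – compound 1 h, then IL-6 6 h at 37 °C · Signal – luminescence from STAT3-driven luciferase reporter · Evaluation – percent of IL-6-only median luminescence · Benchmarks – IL-6-only high control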
STAT3 blocker: IL-6 driven STAT3 reporter inhibitors, primary screen, U3A cells, luciferase, luminescence, MLSCN library | inhibition, % at 5.5 µM | IL-6 STAT3-luciferase reporter; host cell line lacks STAT1 | 190,000 compounds, 0.89% hits;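 active = inhibition above the mean inhibition across all screened compounds plus 3 SD, cut at about 44% in these data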;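 note: 0% = DMSO only wells and 100% = 100 µM nifuroxazide control wells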
STAT1 act: STAT1 signaling activators, primary screen, cell-based, HTS, luciferase reporter; 200,000 compounds, 2.6% hits; AID 932, 2007; activation (% of control), % at 5.5 µM; NIH 3T3 STAT1-luciferase reporter, IFN-gamma, luminescence; 100% = IFN-gamma alone, no compound;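 active = activation above the screen-wide mean activation plus 3 SD, cut at about 130% in these data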;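 note: raw ratio to IFN-gamma control signal so 100% means no change and 0% no light; values of inactives mirror those of a sister screen read the other way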
NF-kB neuron act: activators of NF-kB expression in neurons, primary screen, cell-based, HTS; fold change at 12.5 µM; human neuronal cells, NF-kB reporter expression; hits give high values; AID 1239, 2008; 190,000 compounds, 1.6% hits; in the data active = fold change above about 3.3
HMGR II inh: inhibitors of E. faecalis class II HMGR, primary screen, biochemical, Enterococcus faecalis; HMG-CoA reductase (Enterococcus faecalis, mvaE); purified E. faecalis HMGR, NADPH absorbance 340 nm kinetic; inhibition, % at 10 µM; 190,000 compounds, 0.41% hits;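 active = inhibition above a set limit, the median over all tested compounds plus 3 SD, cut at about 9.5% in these data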;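 note: enzyme runs in reverse so mevalonate oxidation gives rising NADPH absorbance; 0% = complete reaction with DMSO and 100% = background rate lacking mevalonate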
Hsp70 act: Hsp70 transcriptional activators, primary screen, cell-based, HeLa, Hsp70 promoter luciferase, luminescence, 10 µM. HeLa Hsp70 promoter luciferase reporter; scaled: vehicle 0, proteasome-inhibitor control 100%. activation, % at 10 µM. 200,000 compounds, 0.04% hits. AID 1203, 2008;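 active = activation above the mean across all tested compounds plus 3 SD, cutoff set per campaign, cut at about 5.5% in these data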;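 note: 100% = MG132 at 30 µM as the positive control and 0% = DMSO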
Redox H2O2 prof: compounds producing H2O2 with reducing agent – biochemical, NIH compound library profiling, artefact control for MLSCN library redox annotation, primary screen. DTT-dependent redox cycling H2O2, phenol red/HRP absorbance; 100% = 100 µM peroxide control, 0% = buffer. activation, % at 10 µM. 200,000 compounds, 0.03% hits;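 active = activation of at least 50% relative to the plate's high and low controls in the primary single-dose screen; inactive = activation below 50%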;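 note: compound incubated with DTT at 0.8 mM final as the reducing agent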
TLR4-MyD88 BLA: inhibitors of TLR4-MyD88 association in cells, primary screen, cell-based, HeLa CL3-4, BLA complementation, FRET ratio | Toll-like receptor 4 (Homo sapiens) + Myeloid differentiation primary response protein … | HeLa CL3-4 TLR4/MyD88 BLA complementation | inhibition, % at 8.4 µM | 200,000 compounds, 0.18% hits; in the data active = inhibition above about 25%;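 note: 0% = vehicle and 100% = reference inhibitor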
Target sequence (O00206 whole entry, looked up): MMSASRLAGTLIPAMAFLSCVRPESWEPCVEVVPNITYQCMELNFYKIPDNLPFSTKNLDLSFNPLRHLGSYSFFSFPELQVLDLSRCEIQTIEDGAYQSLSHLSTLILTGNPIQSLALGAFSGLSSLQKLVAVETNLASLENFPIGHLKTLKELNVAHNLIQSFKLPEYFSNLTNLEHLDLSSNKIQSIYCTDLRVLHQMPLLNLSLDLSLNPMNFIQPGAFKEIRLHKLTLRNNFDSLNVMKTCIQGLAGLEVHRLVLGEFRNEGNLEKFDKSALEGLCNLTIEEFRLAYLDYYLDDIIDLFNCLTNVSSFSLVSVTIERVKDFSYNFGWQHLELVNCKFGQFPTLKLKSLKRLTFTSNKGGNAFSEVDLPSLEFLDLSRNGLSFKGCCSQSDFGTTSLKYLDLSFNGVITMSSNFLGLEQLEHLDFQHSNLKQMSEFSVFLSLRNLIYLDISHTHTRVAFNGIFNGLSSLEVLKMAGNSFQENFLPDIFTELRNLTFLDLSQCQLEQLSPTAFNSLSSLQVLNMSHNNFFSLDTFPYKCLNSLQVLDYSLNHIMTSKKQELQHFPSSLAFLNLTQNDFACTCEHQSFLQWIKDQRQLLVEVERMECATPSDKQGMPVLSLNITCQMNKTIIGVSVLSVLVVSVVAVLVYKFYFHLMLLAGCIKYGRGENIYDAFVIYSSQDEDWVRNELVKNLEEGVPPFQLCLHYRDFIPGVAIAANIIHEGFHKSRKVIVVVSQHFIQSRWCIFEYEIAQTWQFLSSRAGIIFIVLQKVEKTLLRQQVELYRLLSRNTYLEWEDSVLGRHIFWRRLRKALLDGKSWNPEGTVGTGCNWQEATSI
Target sequence (Q99836 whole entry, looked up): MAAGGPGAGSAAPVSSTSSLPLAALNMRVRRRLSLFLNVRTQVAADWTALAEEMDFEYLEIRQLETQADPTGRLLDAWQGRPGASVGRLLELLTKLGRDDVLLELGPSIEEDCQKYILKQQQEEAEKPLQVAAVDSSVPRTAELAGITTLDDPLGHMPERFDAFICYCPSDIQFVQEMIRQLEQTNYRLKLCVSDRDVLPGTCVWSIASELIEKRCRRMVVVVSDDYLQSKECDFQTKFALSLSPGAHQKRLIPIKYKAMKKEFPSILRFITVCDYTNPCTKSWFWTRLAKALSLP
APP 5'UTR act: activators of APP 5'UTR luciferase reporter, primary screen, SH-SY5Y cells. AID 1276, 2008. activation, % at 2 µM. 190,000 compounds, 1% hits. SH-SY5Y APP 5'UTR luciferase reporter, luminescence; zero percent = DMSO vehicle wells;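 active = activation above a set limit, based on mean plus 3 SD of controls, cut at about 140% in these data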; note: values of inactives mirror those of a sister screen read the other way
* marks the source's active call; other numbers are inactive results; . = no result given; & = joins results of further samples.

cpd	compound	STAT1 inh	STAT3 act	STAT3 blocker	STAT1 act	NF-kB neuron act	HMGR II inh	Hsp70 act	Redox H2O2 prof	TLR4-MyD88 BLA	APP 5'UTR act
1	CC(C)CC1C(C#N)=C(N)OC2=C1C(=O)CC(c1ccccc1)C2 (configuration not stated)	-1	93	12	99	.	-6	-0.1	-1.2	-5	5
2	Cc1nc(SCc2c(F)cccc2Cl)c2c(=O)n(C)c(=O)n(C)c2n1	2	99	6	98	1	-9	0.0	-1.2	-10	-6
3	COc1ccc2c(-c3ccccc3)cc3nnnn3c2c1	-3	113	-7	103	1	7	-0.3	0.3	5	6
4	O=C(N/N=C/c1ccccc1OCC(=O)N1CCCC1)C(=O)Nc1ccccc1F	-14	96	5	113	1.4	1	-0.2	-0.1	-7	12
5	COc1ccc(CN(CC(=O)NCc2ccco2)C(=O)CCC(=O)Nc2ccccn2)cc1	-2	99	4	102	0.78	-7	-0.1	1.0	-3	0
6	COc1cc(NC(=O)Nc2ccccc2)c(OC)cc1NC(=O)CN1CCCCC1	-5	113	-10	105	0.43	1	-0.2	0.1	-2	-18
7	CC1=C2C3OC(=O)C(C)[C@@H]3CC[C@](C)(O)C2C2C3C4C5(C12)[C@H]1OC(=O)[C@@H](C)C1CC[C@]4(C)O[C@]5(C)[C@@H]3O (some centres not stated)	-4	96	6	103	1.3	-5	-0.1	-0.3	0	-4
8	COc1cc(C(C(=O)NCc2ccccc2)N(Cc2ccco2)C(=O)c2cnccn2)cc(OC)c1OC (configuration not stated)	6	100	6	95	0.89	-5	-0.3	0.1	1	-14
9	CCOC(=O)C1(C)NC(c2ccccc2F)C2C(=O)N(CC)C(=O)C21 (configuration not stated)	-6	97	6	104	0.99	0	0.1	-0.7	4	23
10	CCCCNc1cnn(-c2ccccc2)c(=O)c1Cl	-12	83	24	112	2.1	0	0.3	-1.4	-4	38
11	O=C(c1ccc(-c2cc(Cl)ccc2Cl)o1)N1CCOCC1	-4	93	11	102	1.4	-1	0.1	-1.0	-1	2
12	CC(C(=O)Nc1ccncc1)(c1ccccc1)c1ccccc1	0	97	9	99	1.1	-2	-0.3	-0.8	-15	8
13	CCn1ncc(Cl)c1C(=O)Nc1cc([N+](=O)[O-])ccc1OC	-21	85	22	119	1.2	-2	-0.2	-0.3	0	-13
14	O=C(COc1ccccc1)NCC1CCCO1 (configuration not stated)	-2	99	6	102	1.1	0	-0.2	3.3	-1	-8
15	CC(Cc1ccccc1)NC(=O)c1ccc([N+](=O)[O-])cc1 (configuration not stated)	-48	109	-7	143*	3.1	-8	-0.2	0.1	4	104
16	COc1ccc(CC(=O)Nc2cccc(SC)c2)cc1	21	97	4	81	1.1	0	-0.1	-0.2	1	-12
17	COc1ccc(CCNC(=O)c2cc3c(C)nccc3[nH]c2=O)cc1OC	-12	101	10	110	0.33	6	0.7	1.1	-8	8
18	CCC(CC)c1nc(C#N)c(NC(C)c2ccccc2)o1 (configuration not stated)	1	94	11	99	1.1	-3	-0.3	-0.1	10	-14
19	CC(C)(C)NC(=O)NC(=O)COC(=O)c1c(F)cccc1Cl	-33	94	14	128	1.1	-9	-0.1	0.2	-5	21
20	O=C1C=C(N2CCN(C3=CC(=O)CCC3)CC2)CCC1	0	95	12	100	0.95	-5	-0.3	-1.8	-4	8

cpd	compound	STAT1 inh	STAT3 act	STAT3 blocker	STAT1 act	NF-kB neuron act	HMGR II inh	Hsp70 act	Redox H2O2 prof	TLR4-MyD88 BLA	APP 5'UTR act
21	Cc1nonc1C1CCCN1C(=O)c1cc(COc2ccc(F)cc2Cl)on1 (configuration not stated)	-12	87	21	111	1.7	-1	-0.3	-0.4	0	6
22	CC(C)(C)n1nnnc1C(c1ccc2ncccc2c1)N1CCC(O)CC1 (configuration not stated)	-7	99	3	105	1.1	-2	0.4	-0.3	0	24
23	CCCCCNC(=O)C1CC(=O)OC12CCCCC2 (configuration not stated)	-6	99	3	104	0.85	-3	-0.4	-1.3	-7	5
24	CCN1C(=O)/C(=C2/Sc3ccccc3N2CCCS(=O)(=O)O)SC1=S	6&0	95&106	15&-5	95&101	1.2&1	-1&-2	-0.6&-0.3	0.3&-0.3	-10&-4	3&-14
25	Cc1oc2c(CN3CCOCC3)c(O)ccc2c(=O)c1-c1ccccc1	4	100	3	96	0.98	-3	-0.3	0.3	-8	-10
26	CCCCCc1nc2ccccc2c(=O)n1N	0	84	24	100	1.2	-9	-0.3	1.5	-11	3
27	CCOC(=O)c1nn(-c2ccc(F)cc2)c(-c2ccccc2)c1C(=O)c1ccccc1	-7	100	2	106	1.4	-12	0.3	-4.6	10	-13
28	COc1ccc(N2CCN(C(=O)COc3ccccc3)CC2)cc1	-1	100	1	101	1.1	-4	-0.1	-0.1	-3	9
29	N#CC1=C(N)Oc2n[nH]c(-c3cccs3)c2C1c1cccnc1 (configuration not stated)	11	89	18	90	1	-3	-0.1	0.1	11	-3
30	CCSc1nnc(NC(=O)C2CCCN(S(=O)(=O)c3cnc[nH]3)C2)s1 (configuration not stated)	-3	103	2	103	1.1	-1	-0.3	-0.1	-4	12
31	CCCn1c(N2CCN(C(=O)Nc3ccc(Cl)cc3)CC2)nc2ccccc21	-11	83	24	109	1	6	0.0	0.7	-7	26
32	COC(=O)CCCCC(=O)C1C(=O)CC(C)(C)C(C(=O)OC)C1=O (configuration not stated)	-4	93	11	103	0.99	-4	-0.5	-3.8	6	-4
33	O=c1cc(CSc2ccc(Cl)cc2)nc2nc[nH]n12	2	101	5	99	1.4	1	-0.4	-2.7	4	-20
34	CCN(CC)c1ccc2c(C)c(CO)c(=O)oc2c1	-9	90	12	108	0.95	1	0.2	-2.0	-7	13
35	O=C(COC(=O)Cc1ccsc1)Nc1ccccc1	5	101	3	97	1.1	-1	0.2	0.3	3	-19
36	C=CCn1c(SCC(=O)c2cc(C)n(C)c2C)nnc1-c1ccncc1	6	90	14	94	0.98	2	-0.2	-0.7	-6	11
37	CC1CCN(S(=O)(=O)c2ccc(C(=O)N3CCN(c4ccccc4F)CC3)cc2)CC1	4	100	6	97	.	-1	0.0	0.0	-16	13
38	Cn1c(SC/C=C/c2ccccc2)nnc1-c1ccco1	-2	93	13	102	1	4	-0.1	2.9	1	12
39	CC(c1ccc(F)cc1)n1cc(C(=O)NCc2ccccn2)nn1 (configuration not stated)	-2	95	13	102	1.3	-3	-0.2	-0.3	-3	-31
40	N#CCCNc1ccc(OCCC#N)cc1	3	97	9	97	1.1	-1	-0.4	-0.2	-4	-1

A few values from the results shown:
TLR4-MyD88 BLA with CCCCCNC(=O)C1CC(=O)OC12CCCCC2 (configuration not stated) reads -7
STAT3 act with CC(c1ccc(F)cc1)n1cc(C(=O)NCc2ccccn2)nn1 (configuration not stated) reads 95

(cont.)
cpd	compound	STAT1 inh	STAT3 act	STAT3 blocker	STAT1 act	NF-kB neuron act	HMGR II inh	Hsp70 act	Redox H2O2 prof	TLR4-MyD88 BLA	APP 5'UTR act
41	CCOC(=O)c1c(NC(=O)C2C3CCC(O3)C2C(=O)O)sc2c1CCC(CC)C2 (configuration not stated)	-2	92	17	100	1	-6	-0.1	-0.7	-4	0
42	CC(C)CCN(CC(=O)NC(C)(C)C)C(=O)C(=O)Nc1ccc2c(c1)OCCO2	0	99	6	100	0.93	1	-0.2	-1.5	4	29
43	COc1cc(/C=C2/C(=O)NN(c3ccc(Cl)cc3)C2=O)ccc1OC(=O)c1ccco1	11	92	12	90	1.2	0	-0.4	0.9	13	15
44	O=C(NCC1CCCO1)c1ccc(Br)o1 (configuration not stated)	6	96	13	95	1.3	-10	-0.3	-1.4	-11	-3
45	CCCS(=O)(=O)N1CCC(C(=O)NCCc2ccccc2)CC1	-4	98	6	104	1.6	-3	0.2	-1.3	8	8
46	CC1CCN(C(=O)CN2C(=O)c3ccccc3S2(=O)=O)CC1	7	100	6	94	0.84	-4	-0.2	-0.1	0	35
47	Cc1c(Cl)cccc1NC(=O)c1ccc(OCC(=O)NCc2ccccc2)cc1	2	110	-13	98	0.95	-3	-0.1	0.6	9	1
48	Cc1ccc(NC(=O)CN2C(=O)C3C4C=CC(C4)C3C2=O)cc1 (configuration not stated)	0	103	-1	99	1.3	-1	-0.1	-1.1	-1	-9
49	Cc1onc(-c2ccccc2)c1C(=O)N1CCOCC1	-5	109	-6	105	1.2	-1	-0.2	2.5	-1	-5

Limited to STAT1 act, for five of the compounds above:
nr | compound | STAT1 act
43 | COc1cc(/C=C2/C(=O)NN(c3ccc(Cl)cc3)C2=O)ccc1OC(=O)c1ccco1 | 90
44 | O=C(NCC1CCCO1)c1ccc(Br)o1 (configuration not stated) | 95
45 | CCCS(=O)(=O)N1CCC(C(=O)NCCc2ccccc2)CC1 | 104
46 | CC1CCN(C(=O)CN2C(=O)c3ccccc3S2(=O)=O)CC1 | 94
47 | Cc1c(Cl)cccc1NC(=O)c1ccc(OCC(=O)NCc2ccccc2)cc1 | 98
